TNF necrop inh = blocks TNF-alpha induced death of Jurkat FADD-/- cells | Jurkat FADD-/- TNF necroptosis rescue, ATP luminescence, 24 h; 0 = TNF only, 100 = no-TNF cells | activation (protection from cell death), % at 10 µM | actives 0.068% (n = 220,000) | AID 463075;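 active means activation, meaning protection from cell death, of at least 50% relative to plate controls; inactive means activation below 50%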;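 further: necroptosis triggered by 40 ng/mL TNF-alpha added together with compound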
PERK inh = blocks human PERK kinase; CHO PERK-DD fusion, SEAP luminescence translation reporter; inhibition, % at 5.6 µM; actives 0.17% (n = 220,000); AID 1416;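 active means inhibition above the mean inhibition of all tested compounds plus 3 SD, set separately per screening campaign, cut at about 2.9% in these data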;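 further: PERK kinase domain activated by AP20187 dimerizer at 100 nM; 0% = DMSO with dimerizer and 100% = rapamycin at 8.4 µM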
Mdm2 ligase inh = inhibitors of human Mdm2 E3 ubiquitin ligase; Q00987; cell-based MDM2 ubiquitination luciferase reporter, 2 h; 0 = plate control, 100 = twice control, blank-subtracted; signal enhancement, % at 5 µM; actives 0.11% (n = 210,000); AID 1230;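 active means signal enhancement of 30% or more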;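 further: luminescence tracks abundance of the self-degrading MDM2-luciferase fusion protein; higher signal means inhibition of MDM2 E3 ligase activity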
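Assay system: mammalian cells stably expressing self-ubiquitinating, self-degrading MDM2 E3–luciferase fusion. Quantity: 2000 cells in each well. Medium: DMEM culture medium. Compound dosing: single-point 5 µM. Timing: cell settling 4 h, compound treatment 2 h, both 37 °C. Technique: luciferase luminescence. Read-out basis: percent signal gain over controls, blank-subtracted. Benchmarks: plate controls and plate blanks.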
eIF4E 4G PPI = blocks eIF4E binding to eIF4G; P63073+Q04637; TR-FRET eIF4E-eIF4GI(517-606) binding, 2 h; inhibition, % at 21.7 µM; actives 0.37% (n = 220,000); AID 782;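 active means inhibition above about 30%, limit read from the data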;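 further: 0% = full FRET control wells and 100% = background wells lacking eIF4GI fragment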
Rad51 HR inh = blocks human Rad51 in homologous recombination; hRad51 DNA strand exchange, fluorescence dequenching; inhibition, % at 10 µM; actives 0.085% (n = 200,000); AID 1385;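 active means inhibition above 40% at the single screening dose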;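 further: 0% = DMSO control wells and 100% = blanks with heterologous ssDNA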
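System: human Rad51 nucleoprotein filaments preassembled on unlabelled ssDNA. Reagent: labelled 47-mer dsDNA for strand exchange. Schedule: 30-min compound preincubation and 15-min exchange, both room temperature. Measured by: FRET fluorescence dequenching, excitation 485 nm, emission 520 nm. Read-out: Fluorescence-based percent inhibition, control- and blank-normalised. Benchmarks: plate controls and plate blanks.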
EBV gp42 inh = inhibitors of Epstein-Barr virus glycoprotein 42 | inhibition, % (tested at 21.74 µM) | Fluorescence polarization binding assay, mP read-out | Q1HVG2 | actives 0.42% (n = 220,000); in the data active means inhibition above about 50%
m-calpain inh = blocks pig calpain II enzyme activity | purified calpain II, fluorogenic peptide substrate, 30 min | inhibition, % at 16 µM | actives 0.37% (n = 220,000) | AID 1236;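 active means inhibition above about 50%, limit read from the data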
Cl transport mod = KCC2 (human) Cl- transport modulation; Q9H2X9; KCC2 cells, thallium flux FluoZin-2 fluorescence; B-score of Tl+ flux slope (higher = more flux/activation; lower = inhibition) at 10 µM; actives 2.2% (n = 190,000); AID 1456;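 active means thallium flux slope and its plate-corrected score both differing from the plate sample mean at a set confidence after two filtering rounds, in either direction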;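 further: slope of fluorescence scaled to starting intensity during 10 to 20 s after thallium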
L929 necroptosis = L929 zVAD cell death inhibition | L929 zVAD necroptosis rescue, ATP luminescence, 24 h; with zVAD 60 µM | viability rescue, % at 10 µM | actives 0.38% (n = 220,000);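 active means activation, scaled between plate controls, above about 75%, limit read from the data; inactive means activation under that limit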;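 further: 0% = zVAD with DMSO and 100% = DMSO alone without zVAD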
Active calls of the source: *; . = not tested or not shown; [ ] = another dose, or the depositor's remark. Rows were taken by chance; about 3.6% have a hit in one of these screens.

SMILES	TNF necrop inh	PERK inh	Mdm2 ligase inh	eIF4E 4G PPI	Rad51 HR inh	EBV gp42 inh	m-calpain inh	Cl transport mod	L929 necroptosis
Cn1c(NC(=O)c2ccc(Cl)cc2)c(-c2ccccn2)c(=O)c2ccccc21	-3.1	1.4	-3	-1[fluorescence artefact?]	7	-3	-5	0.63	0.1
CCOC(=O)c1csc(NC(=O)COc2ccc(Cl)cc2Cl)n1	0.8	1.2	3	-2	.	-14	-2	0.72	0.7
CCOC(=O)C1=C(C)N(c2ccc(C)cc2)C(=O)/C1=C\c1cccs1	-6.0	1.1	-2	-6[fluorescence artefact?]	10	6	26	-0.11	0.2
COc1cc(C)c(S(=O)(=O)NCc2ccc3c(c2)OCO3)cc1C	0.3	1.6	-3	2	4	-14	12	-1.2	0.2
COc1cccc(C2C(=O)c3ccccc3C2=O)c1	1.6	1.2	-13	1	3	-4	14	0.19	0.3
Cn1c(CSc2nnc(SCc3ccccc3)s2)nc2ccccc21	1.3	-0.2	-12	5	2	3	26	-3.2	0.7
CNC(=O)CSc1n[nH]c(-c2cc(Cl)ccc2OC)n1	-0.2	-0.4	-11	4	-5	-9	30	0.59	2.3
Cc1ccc(-c2nnc(SCC(=O)O)n2N)cc1	0.8	0.4	-1	5	-4	-16	-25	.	0.0
C/C(CCc1ccccc1)=N/NC(=O)C(=O)NCc1ccccc1	0.4	1.9	-20	0	-10	-17	9	-0.73	0.2
Cc1ccc(NC(=O)N2N=C(c3ccc(F)cc3)CC2c2ccc(F)cc2)cc1 (configuration not stated)	1.3	0.5	6	-7	.	0	-4	-2	-0.1
Cc1ccc2nc(N3C(=O)C(O)=C(C(=O)c4ccc(C)o4)C3c3cccc(O)c3)sc2c1 (configuration not stated)	0.4	0.4	-17	-3	-12	-8	-82	-0.0066	-2.2
CSc1nnc(C)c(/C=C/NOCc2ccc(Cl)cc2)n1	-1.4	1.0	-14	-1	7	-10	24	-0.34	0.8
Cc1[nH][nH]c(=O)c1C(c1ccc2c(c1)OCO2)c1c(C)[nH][nH]c1=O	-3.5	-0.1	-2	-2	.	-3	13	0.26	0.1
O=C1OC(NCc2cccnc2)(c2ccc(Cl)cc2)c2ccccc21 (configuration not stated)	-2.4	0.3	5	0	1	-16	18	.	-0.9
CCOc1ccc(-c2nc(C#N)c(N3CCOCC3)o2)cc1	-2.9	0.1	-6	3	4	-7	-322	.	0.7
Cc1ccccc1C(=O)NC(=S)Nc1ccccc1C(F)(F)F	-2.7	0.2	0	2	13	-14	-21	.	0.5
CCN(CC)CCCCOc1ccccc1OC	-2.3	0.3	-13	2	4	-8	-13	0.057	0.3
CCCCCN1C=CC=C/C1=C\C=C(C#N)C#N	-0.3	0.3	-11	13	-48	-21	28	-3	1.3
COc1ccc(C2c3c(oc4ccc(Cl)cc4c3=O)C(=O)N2CCN2CCOCC2)cc1 (configuration not stated)	0.7	-0.8	-4	2	.	-19	-5	2.3	-0.1
Cc1cccc(NC(=O)C2CCN(S(=O)(=O)c3c(C)noc3/C=C/c3ccco3)CC2)n1	3.8	-0.4	-12	-3[fluorescence artefact?]	5	4	3	-1.5	1.6
Cc1cc(C)c(C#N)c(SCC(=O)C(C)(C)C)n1	1.6	-0.1	-6	3	12	-14	-10	-0.27	-0.2
Cc1cccc(C(=O)NNS(=O)(=O)c2ccccc2[N+](=O)[O-])c1	0.0	-0.3	-4	-1	-3	-13	2	1.7	-1.4
COC(=O)c1ccc(NC(=O)c2ccccc2N(C)S(=O)(=O)c2ccccc2)cc1	4.1	-2.4	-21	-11	.	-10	-25	-0.81	-0.4
COC(=O)Cc1cc(=O)[nH]c(/N=C(\N)Nc2ccc(C)cc2)n1	-0.5	0.0	-18	1	-8	-12	17	-0.12	0.1
O=C(CCNC(=O)c1ccc(Cl)cc1)Nc1ccc(F)cc1F	2.2	1.1	-5	4	4	-20	1	-0.34	1.3
CC(C)c1c(O)nc(SCc2ccccc2)[nH]c1=O	-0.2	1.0	-6	6[fluorescence artefact?]	.	-26	2	0.86	4.8
CCOC(=O)C1C(=O)Oc2ccc3ccccc3c2C1C1CCOC1=O (configuration not stated)	0.0	0.6	-11	-2	-5	-21	5	.	1.2
Cc1cccc(NC(=S)NC(C)(C)CC(C)(C)C)c1	-5.5	-0.1	-9	-2	3	-15	19	0.7	-0.4
CCCCCc1ccc(-c2ccc(C(=O)O)cc2)nc1	-1.2	0.7	-49	-1	0	-14	-5	-1.6	0.7
CCOc1ccccc1N(CC(=O)Nc1ccccc1C(=O)OC)S(C)(=O)=O	-0.5	0.0	-6	.	-3	-12	-12	1.7	0.1
CN(C)C(=O)CNc1n[nH]c(=S)[nH]c1=O	0.1	0.4	-18	5	-22	-6	11	0.04	-0.1
COc1ccc(C2CC(=O)C=C(NNS(=O)(=O)c3ccc(C)cc3)C2)cc1 (configuration not stated)	2.4	1.0	-15	4[fluorescence artefact?]	-3	-17	16	0.69	0.5
O=C(Nc1ccc(N2CCN(C(=O)c3ccccc3)CC2)c(Cl)c1)c1ccco1	-2.3	-0.7	22	2	2	-10	-53	0.21	1.6
CC(=O)Nc1ccc(OCC(=O)NCCc2ccc(Cl)cc2)cc1	0.2	0.0	-10	8[fluorescence artefact?]	-4	-8	15	-0.1	0.7
COc1ccc(Cl)cc1C(=O)CSc1nnnn1C1CCCC1	2.7	-0.4	-7	-3	1	-2	22	.	0.6
CSc1nc2c(c(=O)n1Cc1ccccc1)SC(C)C2 (configuration not stated)	8.4	-0.8	-70	10	-6	-9	7	1.1	-0.5

Entries from the list above that have a furan ring, fused or not (3):
SMILES	TNF necrop inh	PERK inh	Mdm2 ligase inh	eIF4E 4G PPI	Rad51 HR inh	EBV gp42 inh	m-calpain inh	Cl transport mod	L929 necroptosis
Cc1ccc2nc(N3C(=O)C(O)=C(C(=O)c4ccc(C)o4)C3c3cccc(O)c3)sc2c1 (configuration not stated)	0.4	0.4	-17	-3	-12	-8	-82	-0.0066	-2.2
Cc1cccc(NC(=O)C2CCN(S(=O)(=O)c3c(C)noc3/C=C/c3ccco3)CC2)n1	3.8	-0.4	-12	-3[fluorescence artefact?]	5	4	3	-1.5	1.6
O=C(Nc1ccc(N2CCN(C(=O)c3ccccc3)CC2)c(Cl)c1)c1ccco1	-2.3	-0.7	22	2	2	-10	-53	0.21	1.6

Following part
SMILES	TNF necrop inh	PERK inh	Mdm2 ligase inh	eIF4E 4G PPI	Rad51 HR inh	EBV gp42 inh	m-calpain inh	Cl transport mod	L929 necroptosis
CCN=C(NS(=O)(=O)c1ccc(Br)cc1)c1ccc(Cl)cc1	-0.5	-0.6	8	1	10	14	7	0.81	0.5
C#CC[N+](C)(C)CCN1C(=O)C2C(c3ccccc3)C=CC(c3ccccc3)C2C1=O (configuration not stated)	-0.1	0.1	-4	-1	9	-6	-19	0.84	-0.9
CC(C(=O)NCc1ccc(F)cc1)c1ccc([N+](=O)[O-])cc1 (configuration not stated)	33	1.1	5	2	13	-11	20	-1.1	2.4
CCSc1nnc(NC(=O)CSc2ncccn2)s1	1.4	-0.2	-9	3	8	3	14	1	0.7
O=C(CSCc1ccc(Br)cc1)NCc1ccccn1	0.6	-0.7	-7	1	-1	-5	2	-0.3	1.4
COc1ccc(OCc2cccc(C(=O)O)c2)cc1	.	.	-43	0	5	7	-26	.	.
C[C@H](NC(=O)c1ccccc1)C(=O)Nc1nc(-c2ccccn2)cs1	-0.5	-0.1	-5	-7	-2	-2	11	-1.2	3.5
CCCCC1=CC2=C(c3ccco3)C(=O)C(C)(OC(=O)c3ccc(OC)cc3)C(=O)C2=CN1C1CC1 (configuration not stated)	-5.0	.	4	-5	3	4	-36	-2.1	1.3
Cc1cc(/C=C2\NC(=O)N(Cc3ccc(Cl)cc3)C2=O)c(C)n1C	1.0	0.1	-11	-10	.	-29	-29	0.0037	0.5
O=c1c2cn[nH]c2[nH]c(=S)n1-c1cccc(Cl)c1	0.3	0.4	-3	3[fluorescence artefact?]	.	0	15	-0.25	.
COc1ccc(N(CC(=O)Nc2cccc(N(C)S(C)(=O)=O)c2)S(C)(=O)=O)cc1OC	-1.8	0.5	6	0	-5	8	-21	-0.34	.
COc1cc2cc(CN(CCCN3CCOCC3)C(=O)Nc3ccc(F)cc3)c(=O)[nH]c2cc1OC	5.8	0.2	-8	2	2	-10	-102	-0.63	-1.0
CC(C)CC(=O)n1sc(NC(=O)c2ccccc2)nc1=O	-4.9	1.9	0	4	3	-5	-10	.	0.0
O=C(COC(=O)c1ccccc1)Nc1ccccc1Sc1ccccc1	0.2	0.6	-16	1	-19	-6	20	-0.25	4.2
CCc1c(O)nc(SCC(=O)Nc2nc3ccccc3s2)n(-c2ccc(C)cc2)c1=O	0.8	1.8	-10	-5	.	-2	-24	-1.1	0.1
COc1ccc(NC(=O)CSc2ccc(-c3cccs3)nn2)c(OC)c1	0.3	-0.2	2	-3	7	-9	0	1.1	0.9
COc1cccc(OC)c1C(=O)NC(=S)Nc1ccc2c(c1)Cc1ccccc1-2	-0.4	0.6	-10	-24	-6	-20	-64	.	0.0
CCN(CC)C(=O)CSc1nc2ccccc2c(=O)n1OC	0.0	-1.0	-10	7	-1	-10	23	.	-0.1
O=C(CSc1nnc(Nc2ccccc2)s1)NN1C(=O)NC2(CCCCC2)C1=O	1.1	0.2	-4	0[fluorescence artefact?]	-6	-23	-16	0.38	0.2
COc1ccc(-c2c(NC(=O)c3ccco3)n(-c3ccc(C)cc3)nc(C)c2=O)cc1	1.0	0.8	-39	3	23	-13	5	0.78	1.2
Cn1ncc(C#N)c1/N=C/N1CCCC1	0.9	0.4	-10	-1	3	-13	-14	0.21	1.2
Nc1nc(CN2CCN(c3ccccc3)CC2)nc(Nc2ccc(Cl)cc2)n1	-1.8	0.3	-27	-5	14	4	5	0.97	1.3
Nc1nc(C23CC4CC(CC(C4)C2)C3)cs1	-1.8	1.4	3	2[fluorescence artefact?]	-52	-12	-16	.	0.5
COc1ccc(Br)cc1/C=N/NC(=O)c1ccc(OC)c(OC)c1	-1.9	0.2	2	0	11	-11	-53	-0.62	0.5
CCCC(=O)NC(NC(=S)Nc1c(C)n(C)n(-c2ccccc2)c1=O)C(Cl)(Cl)Cl (configuration not stated)	-0.2	0.3	-5	3	-6	-5	0	.	0.3
O=c1oc2ccccc2c(N2CCC(c3ccccc3)CC2)c1[N+](=O)[O-]	-6.3	0.2	-4	0	18	1	-12	-2.4	36
CN1CCCCC1CCN1c2ccccc2Sc2ccc(S(C)=O)cc21 (configuration not stated)	.	0.6	.	3	-5	-9	-50	0.17	.
CC1Cc2ccccc2N1C(=O)c1cnc2sccn2c1=O (configuration not stated)	-0.4	1.8	-4	1	1	-19	2	-0.69	1.0
CN(C[C@H](Cc1ccccc1)N(C[C@H](Cc1ccccc1)N(CC1(c2ccccc2)CC1)N=O)N=O)N=O	1.7	1.7	.	-2	1	0	-3	-2.4	-0.7
Fc1ccccc1-c1nnc2c3ccccc3nc(N3CCOCC3)n12	-2.9	-0.1	-17	7	-4	0	-12	1	-0.2
Nc1ccc(/C=C/C(=O)c2ccco2)cc1	-0.6	0.3	-5	-5	-47	-98	15	-2	0.6
